M5 antag = CHRM5 antagonism in calcium assay; CHO-hM5 cells, Fluo-8 calcium fluorescence, ACh EC80; inhibition, % at 3 µM; actives 0.59% (n = 360,000);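 active = inhibition above a per-plate cutoff, the mean of that plate's test compounds plus 3 SD, cut at about 27% in these data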;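 note: 0% = acetylcholine EC80 with DMSO and 100% = DMSO without agonist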
Target sequence (P08912 whole entry, looked up): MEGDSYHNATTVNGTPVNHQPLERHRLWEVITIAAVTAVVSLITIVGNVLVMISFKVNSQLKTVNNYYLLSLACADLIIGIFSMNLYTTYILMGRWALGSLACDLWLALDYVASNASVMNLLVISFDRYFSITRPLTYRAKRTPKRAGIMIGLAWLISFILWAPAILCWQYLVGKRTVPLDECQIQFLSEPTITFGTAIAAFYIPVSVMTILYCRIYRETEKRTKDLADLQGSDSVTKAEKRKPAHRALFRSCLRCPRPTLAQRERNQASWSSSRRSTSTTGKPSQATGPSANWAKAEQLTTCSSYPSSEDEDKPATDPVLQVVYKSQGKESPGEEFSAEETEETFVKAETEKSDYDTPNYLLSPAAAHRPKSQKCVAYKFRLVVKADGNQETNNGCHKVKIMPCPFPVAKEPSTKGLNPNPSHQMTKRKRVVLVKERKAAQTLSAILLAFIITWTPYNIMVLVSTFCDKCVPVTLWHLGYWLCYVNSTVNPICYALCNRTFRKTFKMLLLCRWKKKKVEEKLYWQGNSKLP
M1 PAM parental = nonselective activator or artifact in parental CHO-K1 calcium assay; activation, % at 3 µM; AID 602247; ATP EC20, Fluo-8 calcium fluorescence; 0% at ATP EC20, 100% at ATP max; actives 0.02% (n = 360,000);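 active = activation above the run cutoff, the mean activation of all test compounds plus 3 SD, cut at about 40% in these data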;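 note: peak over basal fluorescence ratio in a 140 s read after ATP addition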
TAAR1 agonist = human TAAR1 agonism | CHO RD-HGA16 TAAR1, Fluo-8 calcium fluorescence; vehicle wells 0%, saturating PEA agonist 100% | AID 624467 | activation, % at 3 µM | Q96RJ0 | actives 0.99% (n = 360,000);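 active = activation above the mean activation of all test compounds in the run plus 3 SD, cut at about 38% in these data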
Target sequence (Q96RJ0 whole entry, looked up): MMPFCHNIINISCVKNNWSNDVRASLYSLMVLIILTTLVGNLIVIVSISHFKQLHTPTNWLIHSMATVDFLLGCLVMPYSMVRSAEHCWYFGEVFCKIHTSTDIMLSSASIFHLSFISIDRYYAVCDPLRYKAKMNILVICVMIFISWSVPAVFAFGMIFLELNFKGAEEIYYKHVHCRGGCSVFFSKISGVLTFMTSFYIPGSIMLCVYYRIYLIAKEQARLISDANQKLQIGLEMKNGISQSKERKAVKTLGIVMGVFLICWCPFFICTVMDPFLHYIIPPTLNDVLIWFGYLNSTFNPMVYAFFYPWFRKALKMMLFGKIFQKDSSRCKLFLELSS
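Signal – calcium-sensitive Fluo-8 signal, excitation 470-495, emission 515-575 nm · System – RD-HGA16 (CHO) cells co-expressing Gα16 and hTAAR1 · Incubation – 17-24 h seeding, 75 min 37 °C dye, 30 min RT · Compound dosing – 3 µM single concentration · Repeats – no replicates (n 1)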
M4 PAM = potentiates acetylcholine response at human M4 receptor. CHO-K1 hM4/Gqi5, Fluo-8 calcium fluorescence, ACh EC20; 0% = ACh EC20, 100% = maximal ACh. activation, % at 3 µM. actives 0.4% (n = 360,000);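 active = activation above its plate's cutoff, the mean activation of sample wells plus 3 SD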; note: some results filed as inactive read as strong as hits
CRFR2-BP ag = CRF-BP/CRF-R2 complex agonism. AID 588473. HEK293 CRF-R2/CRF-BP, calcium dye fluorescence (FLIPR); percent of saturating CRF peptide response. actives 0.46% (n = 350,000). activation, % at 13.2 µM;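 active = activation of at least 50%, plus an integration ratio under a set limit after plate pattern correction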;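 note: plate controls were neutral control wells without compound for no effect and CRF at EC100 for full effect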
CRFR2-BP antag = antagonists of CRF-binding protein/CRF-R2 receptor complex; HEK293 CRF-R2/CRF-BP, CRF-induced calcium fluorescence; inhibition, % at 11.8 µM; actives 0.59% (n = 350,000);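 active = inhibition of the ligand-induced calcium signal above about 50% at the single tested concentration, limit read from the data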
TAAR1 antag = antagonists of human TAAR1; CHO RD-HGA16 TAAR1, Fluo-8 calcium fluorescence, antagonist; inhibition, % at 3 µM; actives 1.5% (n = 360,000); AID 624466;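 active = inhibition above a per-plate cutoff, the mean inhibition of test compounds on that plate plus 3 SD, cut at about 49% in these data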;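 note: 0% = DMSO plus EC80 beta-PEA response and 100% = DMSO alone without agonist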
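System: RD-HGA16 CHO cells with stable hTAAR1 and Gα16 | Probe or stimulus: EC80 β-phenethylamine stimulus | Dosing: 3 µM, single point | Times: Dye loading 75 min at 37 °C, then 30 min room temperature | Measured by: Fluo-8 calcium-sensitive fluorescence | Read-out basis: % inhibition of agonist calcium response | Replicates: n of 1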
CHRM5 agonist = agonists of human muscarinic M5 receptor (CHRM5) | activation, % at 3 µM | CHO-K1 hM5 cells, Fluo-8 calcium fluorescence; 0% DMSO wells, 100% maximal acetylcholine response | actives 0.19% (n = 360,000);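 active = activation above the run's mean over test compounds plus 3 SD, cut at about 23% in these data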;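 note: signal is peak over basal fluorescence ratio across the kinetic read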
CHRM5 PAM = potentiates acetylcholine response at human M5 receptor | CHO-K1 hM5, Fluo-8 calcium, ACh EC20 PAM; 0% = ACh EC20, 100% = ACh EC100 | activation, % at 3 µM | actives 0.3% (n = 360,000);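 active = activation above the run cutoff, the mean activation of all test compounds plus 3 SD, cut at about 18% in these data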
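System: CHO-K1 hM5 cells. Reagent: acetylcholine, EC20 level. Compound dosing: single dose, 3 µM nominal final test concentration. Timing: Post-acetylcholine fluorescence recording 140 s. Detection: Fluo-8 calcium fluorescence. Read-out: % activation, ACh-normalized. Benchmarks: ACh EC20 and EC100 wells. Repeats: singlicate, one well per test compound.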
* marks the source's active call; other numbers are inactive results; . = not tested or not shown.

SMILES	M5 antag	M1 PAM parental	TAAR1 agonist	M4 PAM	CRFR2-BP ag	CRFR2-BP antag	TAAR1 antag	CHRM5 agonist	CHRM5 PAM
CC1=C(C(=O)N(C(C)C)C(C)C)CC(CC(=O)NCCCCc2ccccc2)C(=O)N1Cc1ccccc1 (stereo not drawn)	-7	3	-3	2	-2.4	-1	-15	-2	2
CCNC(=S)NNC(=O)c1cc(C)on1	-12	16	5	13	7.0	-4	8	0	4
C[C@@H]1CN([C@@H](C)CO)C(=O)CCCn2nncc2CO[C@H]1CN(C)C(=O)Nc1ccc(F)cc1	-3	8	1	-2	3.7	-11	-11	1	1
Cn1cc(-c2ccccc2C(N)=O)c(=O)c2ccccc21	11	9	5	-1	-1.4	0	0	3	-6
O=C(CN1C(=O)C2CCCCC2C1=O)Nc1ccc(OC(F)F)c(Cl)c1 (stereo not drawn)	7	7	2	2	0.6	-3	-5	0	-2
COC(=O)C1CCC(=S)N1C(=O)c1ccccc1 (stereo not drawn)	3	1	5	-2	-0.1	10	-22	-1	-4
O=C(c1ccc(S(=O)(=O)N2CCCCC2)cc1)N1CCN(CCN2C(=O)c3cccc4cccc(c34)C2=O)CC1	0	4	19	-12	-1.1	-3	42	-3	-13
COC(=O)C(C)NC(=O)c1ccc(C(C)(C)C)cc1 (stereo not drawn)	-8	14	2	-2	-4.1	-20	3	0	0
Cn1c(=O)c2c(nc(SCc3ccccc3)n2Cc2ccc(Cl)cc2)n(C)c1=O	-7	20	14	7	1.9	-23	7	0	17
Cc1ccc(CNC(=O)c2cccc(-n3cnnn3)c2)cc1	5	16	15	-1	0.2	17	4	0	-6
CCCn1c(SCC(N)=O)nnc1-c1ccco1	-4	19	0	0	0.1	-3	6	-2	3
COc1ccc(Cc2nc3ccc(C(=O)N(C)Cc4nccs4)cc3o2)cc1OC	16	14	5	-6	3.4	-9	-6	0	-7
COc1ccc(Nc2nc(NCc3ccco3)nc(N)c2[N+](=O)[O-])cc1	0	14	1	3	-1.1	-13	-13	6	12
CCN(CC)C(=O)CSc1nnc(-c2ccccc2)o1	2	8	7	0	0.6	-13	-16	2	2
COc1ccc(/C=C/C(=O)NC(=S)Nc2ccc(N3CCN(C(C)=O)CC3)cc2)cc1	2	-6	5	-1	1.0	-28	-46	-2	5
CCOC(=O)C1=C(COC(=O)CCOc2ccc(OC)cc2)NC(=O)NC1C (stereo not drawn)	2	9	6	0	0.0	4	13	5	-7
OC1(Cc2ccccc2)CCNCC1	-3	20	2	-2	-1.1	6	-7	3	3
CCOC(=O)C1CCCc2c1[nH]c1ccc(Cl)cc21 (stereo not drawn)	18	-10	3	-11	0.3	-11	6	-1	-15
COc1ccc(CN2C(=NC(=O)C3CCCCC3)SC3CS(=O)(=O)CC32)cc1 (stereo not drawn)	14	-15	1	-7	0.3	11	-8	-4	-5
COC(=O)[C@@]1(Cc2ccc(OC)cc2)[C@@H]2[C@@H](CC(=O)[C@H]2CC(=O)C(=O)N(C)C)CN1C(=O)c1ccccc1	-6	-1	13	5	4.9	15	11	-11	0
CCCSc1nc2c([nH]1)c(=O)n(C)c(=S)n2C	8	19	0	-3	2.5	-7	-27	0	-1
CCNC(=O)Oc1ccc(-c2csnn2)cc1	-5	-7	1	12	-2.5	13	17	-1	3
CCOC(=O)C1=C(C)NC(SC(C)=O)=NC1c1ccc(OC(C)=O)c(OC)c1 (stereo not drawn)	1	11	4	2	-0.9	12	1	-6	-3
COc1ccc(-c2ccc(SCC(=O)N3CCOCC3)nn2)cc1OC	7	2	6	-9	4.2	4	-6	0	-5
Cc1cc(C)nc(N2CCCC(C(=O)Nc3cccc(Cl)c3)C2)n1 (stereo not drawn)	21	6	-3	-5	1.2	-7	-16	-5	-4
CSc1ccc(CNC2CC2)cc1	9	-3	15	-6	-0.2	35	-11	-6	-10
Cc1ccc(C)c(S(=O)(=O)Nc2ccc(C(=O)NCCc3ccccn3)cc2)c1	7	14	1	-4	1.6	-1	-5	0	-4
O=C(COC(=O)CNC(=O)c1ccccc1F)Nc1cccnc1Cl	-12	-1	1	8	-2.6	3	-33	0	6
O=C(O)c1ccc(N2CCN(C(c3ccccc3)c3ccccc3)CC2)c([N+](=O)[O-])c1	6	3	0	-3	0.6	20	30	-4	-5
COc1ccc(CC(=O)OCc2nnc(C3COc4ccccc4O3)o2)cc1OC (stereo not drawn)	5	14	4	5	-3.7	4	7	0	-3

Record cards (already shown):
`Cc1ccc(CNC(=O)c2cccc(-n3cnnn3)c2)cc1` is listed with M5 antag: 5; M1 PAM parental: 16; TAAR1 agonist: 15; M4 PAM: -1; CRFR2-BP ag: 0.2; CRFR2-BP antag: 17; TAAR1 antag: 4; CHRM5 agonist: 0; CHRM5 PAM: -6
`Cc1ccc(C)c(S(=O)(=O)Nc2ccc(C(=O)NCCc3ccccn3)cc2)c1` is listed with M5 antag: 7; M1 PAM parental: 14; TAAR1 agonist: 1; M4 PAM: -4; CRFR2-BP ag: 1.6; CRFR2-BP antag: -1; TAAR1 antag: -5; CHRM5 agonist: 0; CHRM5 PAM: -4
`CCOC(=O)C1=C(COC(=O)CCOc2ccc(OC)cc2)NC(=O)NC1C` (stereo not drawn) is listed with M5 antag: 2; M1 PAM parental: 9; TAAR1 agonist: 6; M4 PAM: 0; CRFR2-BP ag: 0.0; CRFR2-BP antag: 4; TAAR1 antag: 13; CHRM5 agonist: 5; CHRM5 PAM: -7

Following part.
SMILES	M5 antag	M1 PAM parental	TAAR1 agonist	M4 PAM	CRFR2-BP ag	CRFR2-BP antag	TAAR1 antag	CHRM5 agonist	CHRM5 PAM
O=C(CN1CCN(S(=O)(=O)c2ccccc2F)CC1)Nc1ccccc1C(=O)c1ccccc1	-17	5	8	-12	2.3	8	3	-4	-5
O=[N+]([O-])/C(N=Nc1ccccc1)=N\Nc1ccccc1	-2	-10	-1	-2	-0.9	12	9	2	-4
CSc1ccccc1NC(=O)Cc1ccc(Br)cc1	0	-12	3	0	1.2	40	-16	-4	1
O=C(Nc1ccc(Cl)cc1)Nc1ccc2c(c1)N1CCN=C1S2	6	2	34	-1	8.1	-23	18	6	3
Cc1ccc(SCC(=O)OCC(=O)NCc2cccs2)cc1	6	7	-1	-3	-2.6	-5	-27	-4	1
COc1cc(N)c2ncsc2c1	7	17	3	7	-2.5	19	-13	4	6
CCCOC(=O)C1=C(C)NC(=O)NC1c1ccc(Br)s1 (stereo not drawn)	5	8	-1	5	-7.2	-13	-11	-2	5
Nc1ccc(O)c([N+](=O)[O-])c1	5	-5	0	1	-0.6	4	-4	4	0
Cc1ccc(C(=O)NN2C(=O)/C(=C/c3cn(C)c4ccccc34)SC2=S)cc1	-4	23	5	0	43	-91	22	0	1
Cc1ccc(-c2csc(NC(=O)CSc3nnc4c(n3)[nH]c3ccccc34)n2)cc1	2	25	0	-6	-1.1	-28	4	-2	-3
COc1ccc(NC(=O)CSc2nc3ccsc3c(=O)n2CCC(=O)O)cc1	5	13	1	5	-0.5	3	3	0	-3
CC(=O)c1cc(-c2ccccc2)n(CC(=O)N2CCC(N3CCCCC3)CC2)c1C	-13	20	1	7	11	-17	5	-6	-3
O=C(NCc1ccc(F)cc1Cl)C1CCN(S(=O)(=O)N2CCCCC2)CC1	2	6	9	4	-1.4	-4	-8	1	1
COc1ccc(NC(=O)C(C)N2CCN(C)CC2)cc1 (stereo not drawn)	0	14	0	7	-0.2	7	-2	-5	5
C[C@@H]1CN([C@H](C)CO)C(=O)CCCn2nncc2CO[C@H]1CN(C)Cc1ccc2c(c1)OCO2	3	25	0	3	3.1	1	13	0	1
CCN1CCN(c2nc3c(C)cccn3c(=O)c2/C=C(\C#N)C(=O)NCCCOC)CC1	1	0	0	0	-1.7	7	2	-5	0
C=CCOn1c(=O)c(C)[n+]([O-])c2ccccc21	0	12	4	4	-0.5	5	8	-1	-3
CC(C)c1csc(CN2CCC(CO)(Cc3cccc(F)c3)CC2)n1	8	-7	3	-14	0.0	-6	-12	-3	-6
Cc1ccc(CN2CCSc3ccc(C(=O)NCC4CCCO4)cc32)cc1 (stereo not drawn)	12	4	.	-4	0.4	9	.	-3	-10
Cc1nc2c3cnn(-c4ccc(C)c(C)c4)c3ncn2n1	-4	-4	7	12	-2.5	1	-8	1	5
O=[N+]([O-])c1ccc2oc(-c3cccc(O)c3)nc2c1	4	7	1	-2	-0.5	0	-17	6	3
CC(C)CC(=O)Nc1ccc2ccccc2c1	2	20	-2	9	-0.1	-1	7	-1	8
CCOC(=O)c1cnn(-c2ccccc2)c1N	-8	-5	1	-9	0.4	18	0	4	-2
CCN(CC)C(=O)CSc1nnc(-c2ccc(F)cc2)n1N	-3	16	3	6	-0.5	-2	-10	-1	3
Cc1cc(C)c2sc(N(CCCN(C)C)C(=O)c3ccc(S(=O)(=O)N(C)Cc4ccccc4)cc3)nc2c1	4	18	35	-1	0.1	-7	50*	-1	-3
CN(C)c1ccc(NC(=O)CN2CCC(C(=O)c3ccc(F)cc3)CC2)cc1	12	16	.	0	-1.0	-4	.	0	-10
COc1ccc(NC(=O)c2ncn[nH]2)cc1	4	8	12	3	0.1	-7	4	-8	-1
COc1cc(/C=N/Nc2ccc(C(=O)O)cc2)cc(OC)c1OC	-7	22	2	0	0.8	-6	-5	-1	8
COc1cccc(C(=O)NCCCn2ccnc2)c1	6	16	1	7	1.4	-7	21	0	6
COCCCN1C(=O)C(CC(=O)NCCN2CCOCC2)CC(C(=O)N2CCCCCC2)=C1C (stereo not drawn)	-11	11	2	2	.	.	-14	2	2
CN(C)c1ccc(/C=C/c2nc3ccccc3c(=O)n2CCO)cc1	13	-23	19	-20	8.2	-24	28	22	-16
COc1cccc(NC(=S)N(CCN(C)C)C(C)c2cccnc2)c1 (stereo not drawn)	-1	4	1	-4	-2.9	-3	-9	-2	10
CC(=O)N/C(=C\c1ccccc1)C(=O)OCC(=O)Nc1cc(S(=O)(=O)N(C)C)ccc1Cl	9	-30	7	4	-0.2	3	2	3	-10
COc1cccc2sc3ccc(NCc4ccc5c(c4)OCO5)cc3c(=O)c12	13	-10	7	0	1.7	-3	24	9	-10
Cn1cc(CN2CCCCC2CO)c(-c2ccc(Oc3ccccc3)cc2)n1 (stereo not drawn)	4	24	2	-3	-1.4	-8	13	-6	2
COc1cccc(N2CC(NS(=O)(=O)c3cccnc3)CC2=O)c1 (stereo not drawn)	5	10	11	2	2.5	15	-11	-4	-1
Cc1cccc(-n2ccnc2SCC(=O)Nc2ccc3c(c2)OCCO3)c1	18	19	7	-8	-2.3	18	10	-4	-8
CCNC(=O)N1CCN(CCCC(c2ccc(F)cc2)c2ccc(F)cc2)CC1	7	-12	13	-5	-0.4	8	-20	2	-10

From PubChem BioAssay
